# Bioassay records as filed in PubChem.
# AmpC inh detg = inhibitors of E. coli AmpC beta-lactamase with detergent | AmpC hydrolysis of nitrocefin, absorbance 480 nm, 0.01% Triton | Potency, µM (doses to about 114 µM), inactives show at the top dose activity change, negative = inhibition, usual class: inhibitors | 370,000 compounds, 0.041% hits | P00811 | AID 485294;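 note: potency is the fitted concentration of half-maximal effect; 0% = no-compound wells and -100% = no-enzyme wells; nearly all actives have a fitted effect of over 25% in size; some results filed as inactive show a strong effect at the top dose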
# Target sequence (P00811 whole entry, looked up): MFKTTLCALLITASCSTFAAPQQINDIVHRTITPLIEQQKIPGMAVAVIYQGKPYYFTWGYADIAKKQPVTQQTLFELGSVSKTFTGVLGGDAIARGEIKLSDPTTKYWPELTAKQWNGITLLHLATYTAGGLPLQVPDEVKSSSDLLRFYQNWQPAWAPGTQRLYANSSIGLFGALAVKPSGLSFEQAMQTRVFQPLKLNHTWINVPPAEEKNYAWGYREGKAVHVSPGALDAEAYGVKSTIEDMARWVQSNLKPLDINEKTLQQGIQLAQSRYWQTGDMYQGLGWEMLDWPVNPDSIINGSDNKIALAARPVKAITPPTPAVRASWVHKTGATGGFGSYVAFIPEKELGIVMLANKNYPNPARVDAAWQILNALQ
#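 20 mM phosphate pH 7.0 + 0.01% (detergent screen) or 0.0001% Triton X-100; 5.3 nM AmpC reagent; cpd preinc 15 min RT; nitrocefin (800 uM stock) to start; A480 q20 s × 4 min; Activity was normalised to no-enzyme and no-compound control wells.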
# LmPK inh = blocks Leishmania mexicana pyruvate kinase activity; Q27686; purified LmPK, Kinase-Glo ATP luminescence, 1 h; Potency, µM (series often up to 57.5 µM), for the others: top-dose activity change, negative = inhibition, actives largely listed as inhibitors; 290,000 compounds, 0.37% hits; note: potency is the fitted concentration of half-maximal effect
# Target sequence (Q27686 whole entry, looked up): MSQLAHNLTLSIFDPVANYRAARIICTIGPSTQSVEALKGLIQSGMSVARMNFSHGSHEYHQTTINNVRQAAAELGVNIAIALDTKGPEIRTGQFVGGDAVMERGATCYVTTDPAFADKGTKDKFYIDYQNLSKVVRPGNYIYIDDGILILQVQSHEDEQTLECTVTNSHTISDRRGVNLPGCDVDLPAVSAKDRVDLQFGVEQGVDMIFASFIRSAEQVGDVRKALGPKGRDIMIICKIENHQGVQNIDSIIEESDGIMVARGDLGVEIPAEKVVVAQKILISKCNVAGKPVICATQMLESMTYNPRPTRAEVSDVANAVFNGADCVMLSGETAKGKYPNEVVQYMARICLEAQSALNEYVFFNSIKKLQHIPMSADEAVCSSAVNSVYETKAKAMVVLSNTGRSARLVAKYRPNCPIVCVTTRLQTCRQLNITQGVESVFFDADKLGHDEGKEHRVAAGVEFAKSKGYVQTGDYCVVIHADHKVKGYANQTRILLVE
#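 Kinase-Glo luminescence read after 1 h RT reaction of 0.1 nM LmPK with 0.5 mM PEP and 0.1 mM ADP. Activity scaled between uninhibited and enzyme-free controls.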
# AmpC inh no detg = blocks E. coli AmpC beta-lactamase in detergent-free assay; P00811; AmpC nitrocefin hydrolysis, absorbance 480 nm, 0.0001% Triton; Potency, µM (series often up to 57.1 µM), inactives show at the top dose activity change, negative = inhibition, usual class: inhibitors; 330,000 compounds, 0.52% hits; AID 485341;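 note: potency is the fitted concentration of half-maximal effect; plate controls were no compound for no effect and no enzyme for full effect; nearly all actives have a fitted effect of over 20% in size; some results filed as inactive show a strong effect at the top dose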
#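 AmpC (5.3 nM in the dispensed reagent) in 20 mM phosphate pH 7.0 with 0.01% (detergent screen) or 0.0001% Triton X-100 was preincubated with compounds for 15 min at room temperature. Nitrocefin was then added from an 800 uM solution, and hydrolysis was followed at 480 nm.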
# HCMV inh = human cytomegalovirus inhibition | activity change, negative = inhibition, % at 57.5 µM | HFF cells, HCMV-luciferase reporter, 72 h; hits give low values | 410,000 compounds, 4.5% hits | AID 1259415; in the data active = activity change below about -60%; inconclusive = no clear call, values can overlap the other calls; inactive = above about -39%
#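 Cell-based, HFFs, 1000 cells/well, 16 h 37C; cpds in DMSO + HCMV-luc, MOI 1 PFU/cell; 72 h 37C; OneGlo luminescence after 5 min RT; norm. to buffer vs Salinomycin 10uM.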
# Sm TGR inh = S. mansoni TGR enzyme inhibition; purified TGR, DTNB reduction, TNB absorbance 405 nm; 360,000 compounds, 3% hits; Potency, µM (highest dose often 114 µM), inactives show at the top dose activity change, negative = inhibition, usual class: inhibitors; note: potency is the fitted concentration of half-maximal effect; nearly all actives have a fitted effect of over 60% in size
#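 TGR 20 nM + NADPH 100 uM (dispensed conc.), cpd preinc 15 min RT; start with NADPH (500 uM addition) then DTNB (15 mM addition). Kinetic TNB absorbance, 405 nm filter. Four-parameter Hill fit across titration.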
# AMA1-RON2 inh = disrupts binding of P. falciparum AMA1 to RON2 | AlphaScreen AMA1-biotinylated RON2 peptide binding | Potency, µM (series often up to 58.2 µM), for the others: top-dose activity change, negative = inhibition, actives largely listed as inhibitors | 360,000 compounds, 0.2% hits;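 note: potency is the fitted concentration of half-maximal effect; 0% = vehicle wells and -100% = peptide control; nearly all actives have a fitted effect of over 45% in size; some results filed as inactive show a strong effect at the top dose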
#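 AMA1 (3D7) with his tag at 25 nM final met compounds first, then biotinylated RON2 peptide at 25 nM; detection used donor plus acceptor beads, 10 µg/mL apiece, read by AlphaScreen after 30 min at room temperature.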
# TbPYK inhibitor = blocks Trypanosoma brucei pyruvate kinase; Q57TT1; TbPYK enzyme, Kinase-Glo Plus ATP luminescence, 45 min; Potency, µM (top dose mostly 76.8 µM), for inactives: at the top dose activity, negative = inhibition, actives largely listed as inhibitors; 410,000 compounds, 0.12% hits; AID 624173; note: potency is the fitted concentration of half-maximal effect; nearly all actives have a fitted effect of over 50% in size
#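 Readout: single end-point luminescence (Kinase-Glo Plus, 10 min). Reaction conditions were TbPYK/substrate plus 130 uM ADP, 45 min at RT, pH 7.2 TEA buffer. No-enzyme wells served as controls, and data were normalized before concentration-response fitting.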
# Numbers without * were called inactive; ? = inconclusive; nt = not tested or not shown; & = joins results of further samples; [ ] = dose if it differs, or a comment. Unless noted, calls come from the whole dose curve; as a rule, active = well fitted curve in the direction sought with a large enough effect; inconclusive = small, poorly fitted or top-dose-only effect, or another doubt; inactive = no such curve, though single readings can be large; an effect the other way counts as inactive or inconclusive. Unless noted, % is set by controls: 0 for no effect and ±100 for the full control effect. This is a random part of the collection. About 7.4% of those tested had a hit in this group.
SMILES,AmpC inh detg,LmPK inh,AmpC inh no detg,HCMV inh,Sm TGR inh,AMA1-RON2 inh,TbPYK inhibitor
O=C(CSCc1ccccc1)Nc1ccc2c(c1)C(=O)NC2=O,-8%,-3%,-44%,-8,-12%,-10%,5%
CN1CCN(c2ccc(C(F)(F)F)cc2NC(=O)Nc2ccccc2)CC1,-1%,1%,32%,-25,14%,4%,-7%
Cc1ccc(C(=O)Nc2ncc(C)s2)o1,-2%,13µM*,-4%,27,3%,15%,-21%
Cc1cccc(NC(=O)c2cccc(NC(=O)c3ccco3)c2)c1,nt,nt,nt,-1,nt,0%,0%
C[C@]12CC[C@H](O)CC1=CCC1C2CC[C@@]2(C)C1CC[C@@H]2NC(=O)[C@@H](N)Cc1cnc[nH]1 (stereo not given in full),nt,nt,nt,-9,nt,38%[activator],3%
Cc1cc(C)c2nc3sc(C(=O)N4CCOCC4)c(N)c3cc2c1,-3%,1%,87%[activator],-94*,8%,2%,6%
CC(=O)N1CN(C(C)=O)CN(C(C)=O)C1,3%,-4%,-1%,15,-3%,0%,-8%
CCN(CC)S(=O)(=O)c1cc(NC(=O)COC(=O)CCC(=O)c2cccs2)ccc1C,0%,-5%,-1%,19,-1%,?,2%
C[C@@]12C(=O)Nc3ccc(Br)cc3C(=O)N1[C@H]1c3cc(Cl)ccc3OC[C@@H]1[C@@H]2c1ccccc1,-12%,nt,-21%,nt,1%,-10%,-4%
CCCCNc1nc(-c2ccccc2)cc(C(F)(F)F)c1C(N)=O,2%,-4%,-7%,34,0%,1%,0%
CCOc1cccc(/C(O)=C2/C(=O)C(=O)N(CCOC)C2c2ccco2)c1 (stereo not given),1%,-11%,-16%,3,-33%,-6%,4%
O=C(NCC1CCCO1)c1cccc(NC(=O)c2ccco2)c1 (stereo not given),-15%,4%,-6%,61,-8%,3%,-5%
O=C(N/N=C/c1c[nH]c2ccccc12)c1cc(-c2ccccc2)n[nH]1,?,2%,-26%,35,0%,47%,1%
COCn1c(COc2ccccc2)nc2ccccc21,?,?,-5%,79,-2%,16%,-4%
COc1cccc(C(C(=O)NC(C)(C)C)N(CCC(C)C)C(=O)CCC(=O)Nc2cc(C)on2)c1OC (stereo not given),-3%,2%,146%[activator],-16,nt,3%,-3%

# Another view of part of the listing above:
compound	AmpC inh detg	LmPK inh	AmpC inh no detg	HCMV inh	Sm TGR inh	AMA1-RON2 inh	TbPYK inhibitor
C[C@@]12C(=O)Nc3ccc(Br)cc3C(=O)N1[C@H]1c3cc(Cl)ccc3OC[C@@H]1[C@@H]2c1ccccc1	-12%	nt	-21%	nt	1%	-10%	-4%
CCCCNc1nc(-c2ccccc2)cc(C(F)(F)F)c1C(N)=O	2%	-4%	-7%	34	0%	1%	0%
C[C@]12CC[C@H](O)CC1=CCC1C2CC[C@@]2(C)C1CC[C@@H]2NC(=O)[C@@H](N)Cc1cnc[nH]1 (stereo not given in full)	nt	nt	nt	-9	nt	38%[activator]	3%
O=C(NCC1CCCO1)c1cccc(NC(=O)c2ccco2)c1 (stereo not given)	-15%	4%	-6%	61	-8%	3%	-5%
O=C(CSCc1ccccc1)Nc1ccc2c(c1)C(=O)NC2=O	-8%	-3%	-44%	-8	-12%	-10%	5%

# Going on with the list.
SMILES,AmpC inh detg,LmPK inh,AmpC inh no detg,HCMV inh,Sm TGR inh,AMA1-RON2 inh,TbPYK inhibitor
Cc1c(C(=O)Nc2cccc(Cl)c2)c2ccccn2c1CCc1ccncc1,6%,-2%,-2%,-8,4%,-16%,-1%
CN(C)c1nc(N/N=C/c2c[nH]c3ccccc23)nc(N2CCOCC2)n1,0%,10%,9%,-27,-28%,0%,4%
Cc1ccc([C@H]2C(C(=O)O)=CC[C@@H](c3ccc(C(C)C)cc3)N2S(=O)(=O)c2ccc(C)cc2)cc1,nt,nt,-11%,1,nt,19%,-8%
CCOC(=O)c1ccccc1NC(=O)c1cnn(-c2ccc(OC)cc2)c1C1CCN(C(=O)OC(C)(C)C)CC1,-1%,nt,nt,0,9%,nt,-9%[15.4 µM]
Cc1cc(N2CCN(C(c3ccccc3)c3ccccc3)CC2)n2ncnc2n1,3%,5%,nt,-97*,5%,-8%,0%
O/N=C(/CCc1ccccc1)c1ccc2c(c1)OCCO2,1%,-17%,-27%,99,nt,-24%,-8%
C=CCN1C(=O)c2ccc(C(=O)N3CCN(S(=O)(=O)c4cccc(F)c4)CC3)cc2C1=O,-8%,nt,64%[activator],-21,-8%,13%,-2%
O=C(N1CCCC1)C12CC3CCC(CC(C3)C1)C2,0%,1%,-12%,15,4%,1%,-4%
COc1ccc(-c2nnc(NC(=O)C3=COCCO3)o2)cc1,?,-5%,-20%,-22,-12%,41%[activator],-2%
O=P(O)(O)COc1ccccc1P(=O)(c1ccccc1)c1ccccc1,-1%,-3%,-46%,32,0%,-11%,-6%
COc1cc(CN2CCN(C(=O)COc3ccccc3)CC2)cc(OC)c1OC,1%,-1%,16%,46,-29%,-27%,21%
CCSc1nnc(NC(=O)Cc2cccc(OC)c2)s1,?,0%,-32%,38,1%,13%,-5%
COC(=O)CN(c1cc(C(F)(F)F)ccc1Cl)S(C)(=O)=O,3%,-3%,4%,-16,2%,13%,3%
COc1cccc(NC(=O)c2ccc3c(c2)CCCC3)c1,-3%,-21%,-32%,26,0%,13%,-23%
CCCn1c(CN2CCN(C)CC2)nc2ccccc21,-10%,2%,0%,18,-9%,24%,7%
O=c1cc(CNCCCO)c2ccccc2[nH]1,1%,-5%,-23%,6,-6%,-8%,-9%
COC(=O)C1C(c2ccccc2)NC(=O)NC1(O)C(F)(F)Cl (stereo not given),-1%,-9%,-11%,1,5%,-3%,-4%
O=C(Nc1ccccc1)NC1CCN(Cc2ccccc2)CC1,-15%,0%,-27%,-14,nt,-6%,4%
CNC(=O)CSc1nnc(C2CC2)n1-c1ccccc1,-5%,-4%,-19%,0,7%,-14%,0%
Nn1c(=O)c2ccccc2n2c(SCc3ccccc3)nnc12,2%,-1%,-12%,-31,1%,9%,-2%
O=C(OCc1nnc(-c2ccccc2)o1)c1cc(S(=O)(=O)N2CCOCC2)c(Cl)cc1Cl,?,9%,51%,-16,10%,66%[activator],?
CC(=O)N/C(=N/c1nc(C)cc(C)n1)Nc1ccc(F)cc1F,3%,4%,-37%,-32,8%,8%,-1%
Cc1noc(C)c1COc1ccc(C(=O)NCCc2ccccn2)cc1,-5%,-1%,1%,43,8%,3%,-26%
COc1ccc(-c2nc(CS(=O)CC(=O)NCc3ccc(Cl)cc3)c(C)o2)cc1 (stereo not given),?,12%,121%[activator],-10,?,0%,0%
COc1ccc(-c2cc(C(=O)NCC(c3ccccc3)N(C)C)c3ccccc3n2)cc1OC (stereo not given),-1%,4%,200%[activator],32,-23%,-3%,-11%
COc1ccc(NC2=NCC(=O)N2Cc2cccs2)cc1,0%,0%,-20%,-6,-16%,9%,14%
Cc1ccc(NC(=O)CN(C)S(=O)(=O)c2cccc3cccnc23)c(C)c1,16%,-2%,1%,-29&10,6%&2%,10%,2%&0%
CCOC(=O)Cc1ccc(NC(=O)c2ccccc2Br)cc1,1%,0%,-8%,33,nt,-1%,-1%
COc1cc(/C=N/OCC(=O)Nc2ccc(OC(F)F)cc2)ccc1OCc1ccccc1,-12%,-1%,-8%,12,6%,0%,-9%
COc1ccc(S(=O)(=O)N(C)C)cc1NC(=O)[C@H](Cc1ccccc1)N1C(=O)c2ccccc2C1=O,-4%,2%,0%,-24,-14%,-13%,2%
CCN(C(C)=O)c1cccc2ccccc12,-1%,6%,-21%,nt,-5%,10%,-4%
CCCC1=C(C(=O)OCC)C2(C(=O)Nc3ccccc32)C(C#N)=C(N)O1 (stereo not given),0%,3%,-4%,22,39%[activator],2%,-6%
O=C(CN1CCN(C(=O)c2ccccc2)CC1)Nc1ccc(Cl)cc1F,-6%,1%,68%[activator],-39,-21%,-5%,6%
Cn1c(SCC(=O)Nc2ccc(C(N)=O)cc2)nnc1-c1cccs1,-1%,0%,-12%,6,1%,11%,1%
NC(=O)COC(=O)CC12CC3CC(CC(C3)C1)C2,-5%,0%,-21%,?,9%,-2%,-3%
COc1ccc(-c2csc(N3CCC(C(N)=O)CC3)n2)cc1,?,nt,39%&77%,19,0%,nt,-28%
O=C(CC1CCCC1)Nc1ccc(Br)cc1,-2%,2%,-55%,?,0%,39%[activator],3%
COc1cccc(NC(=O)c2ccc(N3C(=O)C4CC=C(C)CC4C3=O)cc2)c1 (stereo not given),-3%,10%,-10%,-64*,-11%,0%,1%
CCNc1nc(NC(C)(C)C)nc(SC(C(C)=O)C(C)=O)n1,?,-1%,-10%,-24,-29%,86%[activator],4%
CC1(C)COC(/C=C/c2cccc([N+](=O)[O-])c2)=N1,6%,-7%,8%,-95*,2%,11%,1%
CCOc1ccc(OCC)c(Nc2nc3ccccc3c3nnc(C)n23)c1,-3%,nt,nt,?,2%,nt,3%[15.4 µM]
CCN(C(=O)c1sc2cc(OC)ccc2c1Cl)c1ccccc1,1%,nt,nt,-99*,0%,nt,-8%
O=C(NCCCCNC(=O)c1cccs1)c1cccs1,-5%,0%,-12%,-12,-1%,0%,-8%
CCOc1ccc(CN(C)CC(=O)Nc2ccc3c(c2)CCC3)cc1OC,-11%,-2%,-11%[11.4 µM],0,4%,-22%,-10%
CCC(C)Nc1nc2ccccc2n2c(C)nnc12 (stereo not given),-2%,-1%,26%,211,-3%,108%[activator],-4%
O=C(NNC(=O)c1ccccc1C(=O)O)c1ccc(-c2ccccc2)cc1,-4%,-3%,-32%,-16,-7%,nt,nt
O=C(O)C1=CC(=C(c2ccc(O)c(C(=O)O)c2)c2ccc(O)c(C(=O)O)c2)C=CC1=O,8.9µM*,nt,8.9µM*,nt,-36%,nt,nt
COCCN(C(=O)COC(=O)C1CC(=O)N(c2ccc(C)cc2)C1)c1c(N)n(Cc2ccccc2)c(=O)[nH]c1=O (stereo not given),nt,nt,nt,25,nt,6%,1%
COc1ccc(C2C(C(C)=O)=C(O)C(=O)N2c2nccs2)c(OC)c1 (stereo not given),4%,-2%,-13%,?,nt,7%,9%
CC1Cc2ccccc2N1C(=O)CN1C(=O)C(=O)N(Cc2ccccc2)C1=O (stereo not given),4%,9%,-9%,38,4%,3%,-2%
Cn1cc(CCCC(=O)NCc2ccccc2)c2ccccc21,-4%,-5%,1%,42,6%,-20%,0%
